# Source: PubChem BioAssay (several laboratories)
# hcDAF-12 act: H. contortus DAF-12 nuclear receptor activators, primary screen, cell-based, luminescence, HEK293, lit1-tk-luc reporter. 1.4% of 370,000 active. AID 652067, 2013. activation, % at 6.8 µM. HEK293 hcDAF-12 lit1-tk-luc reporter; 0% DMSO, 100% Δ7-dafachronic acid;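 active means activation above the mean of all tested compounds plus 3 SD, cut at about 5.5% in these data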;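 further: 100% = response to 3 µM Δ7-dafachronic acid high control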
# hgDAF12 agonist: H. glycines DAF-12 receptor agonists, primary screen, cell-based, luminescence, HEK293, GAL4 fusion, UAS-luciferase; Nuclear hormone receptor DAF-12 (Heterodera glycines), GAL4 fusion; HEK293 GAL4-hgDAF12 UAS-luciferase reporter, agonist luminescence; normalized to butyrate control; activation, % at 6.8 µM; 1.8% of 370,000 active; AID 687014, 2013;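 active means activation above a cutoff set at the mean of all screened compounds plus 3 SD, cut at about 10% in these data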;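 further: 0% = DMSO wells and 100% = sodium butyrate wells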
# proKLK7 act: proKLK7 zymogen activators, primary screen, biochemical, fluorescence intensity. Kallikrein-7 (Homo sapiens), P49862. purified proKLK7, EDANS-DABCYL substrate fluorescence; 100% is mature enzyme control, 0% vehicle. activation, % at 7 µM. 0.9% of 370,000 active;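 active means activation above the mean of all tested compounds plus 3 SD, computed per campaign excluding outliers beyond control limits, cut at about 13% in these data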
# Target sequence (P49862 whole entry, looked up): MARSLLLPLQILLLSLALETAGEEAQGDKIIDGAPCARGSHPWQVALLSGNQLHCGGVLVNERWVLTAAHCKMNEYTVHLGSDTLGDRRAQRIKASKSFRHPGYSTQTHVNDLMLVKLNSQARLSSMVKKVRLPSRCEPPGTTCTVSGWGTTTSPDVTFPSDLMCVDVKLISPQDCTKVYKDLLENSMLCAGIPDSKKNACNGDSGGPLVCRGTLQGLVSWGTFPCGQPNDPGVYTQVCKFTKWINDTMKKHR
# GC-A act: GC-A stimulated cGMP production enhancers – HEK293 GC-A cells, cGMP TR-FRET, EC30 ANP, primary screen; 0% at EC30 ANP, 100% saturating ANP; activation, % at 10 µM; AID 1671463, 2021; Atrial natriuretic peptide receptor 1 (Homo sapiens), P16066; 0.14% of 370,000 active; in the data active means activation above about 40%
# SMARCA2 activ: SMARCA2 (BRM) function activators, primary screen, cell-based, luminescence, high throughput | activation, % at 9.1 µM | MG213 cells, MMTV-luciferase reporter, dexamethasone, overnight | 1% of 370,000 active; in the data active means activation above about 7.8%;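 further: 0% = vehicle wells and 100% = reference activator wells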
# DAX1 inh-1: DAX1 (NR0B1) inhibitors, primary screen, cell-based, HEK293, Gal4-DAX1, luciferase luminescence. AID 504766, 2011. inhibition, % at 6.75 µM. 0.99% of 340,000 active. HEK293 Gal4-DAX1 luciferase reporter. Nuclear receptor subfamily 0 group B member 1 (Homo sapiens), P51843;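 active means inhibition above the mean over all tested compounds plus 3 SD, cut at about 4.2% in these data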;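 further: 0% = DAX1-transfected cells with DMSO and 100% = empty-vector control cells with DMSO; inhibition shows as a rise in luminescence from relieved DAX1 repression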
# Target sequence (P51843 207-470 limits assumed): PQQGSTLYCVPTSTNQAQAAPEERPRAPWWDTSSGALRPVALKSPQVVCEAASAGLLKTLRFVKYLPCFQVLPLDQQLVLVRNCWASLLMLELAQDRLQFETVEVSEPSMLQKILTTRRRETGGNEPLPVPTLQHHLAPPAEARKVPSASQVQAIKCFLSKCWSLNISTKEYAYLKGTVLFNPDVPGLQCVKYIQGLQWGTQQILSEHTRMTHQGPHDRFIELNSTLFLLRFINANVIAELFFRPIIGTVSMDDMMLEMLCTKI
# GAA850 FXN act: FXN promoter activators, primary screen, cell-based, luciferase luminescence, HEK293 lucGAA850; HEK293 lucGAA850 FXN promoter luciferase reporter, 24 h; percent of 10 µM SAHA response; activation, % at 6 µM; 0.56% of 360,000 active; AID 540364, 2011;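 active means activation above the average of all compounds screened plus 3 SD, cutoff fixed separately per campaign, cut at about 7.5% in these data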;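 further: 0% = DMSO wells and 100% = 10 µM SAHA wells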
# sPLA2-III inh: human group III sPLA2 inhibitors, primary screen, biochemical, QFRET, BODIPY PC-A2 liposome substrate; inhibition, % at 12.2 µM; QFRET BODIPY PC-A2 liposome hydrolysis, fluorescence; 0.56% of 370,000 active; Group 3 secretory phospholipase A2 (Homo sapiens), Q9NZ20;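 active means inhibition above mean plus 3 SD of compounds lying within the high and low control bounds, cut at about 19% in these data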;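 further: 0% = median of test compound wells and 100% = no enzyme DMSO wells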
# Target sequence (Q9NZ20 whole entry, looked up): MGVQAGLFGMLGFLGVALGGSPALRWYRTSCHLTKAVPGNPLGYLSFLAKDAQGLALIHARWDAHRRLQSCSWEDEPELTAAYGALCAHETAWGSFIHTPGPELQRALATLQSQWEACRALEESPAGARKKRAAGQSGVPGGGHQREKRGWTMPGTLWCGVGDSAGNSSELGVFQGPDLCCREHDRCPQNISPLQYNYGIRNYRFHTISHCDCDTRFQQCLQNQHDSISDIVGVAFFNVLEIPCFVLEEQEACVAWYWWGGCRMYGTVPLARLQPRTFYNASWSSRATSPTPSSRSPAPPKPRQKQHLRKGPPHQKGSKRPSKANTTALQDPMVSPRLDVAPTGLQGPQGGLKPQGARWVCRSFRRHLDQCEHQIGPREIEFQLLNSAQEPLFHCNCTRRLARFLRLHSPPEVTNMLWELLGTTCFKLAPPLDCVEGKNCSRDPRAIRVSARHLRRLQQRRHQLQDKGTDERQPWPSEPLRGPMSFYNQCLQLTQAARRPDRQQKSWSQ
# GC-B act: human GC-B receptor activators, primary screen, HEK293 GC-B cells, cGMP TR-FRET, EC30 CNP; Atrial natriuretic peptide receptor 2 (Homo sapiens), P20594; 0% at EC30 CNP, 100% saturating CNP; activation, % at 10 µM; 0.11% of 370,000 active; AID 1920062, 2024;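 active means activation at 10 µM reaching about 35% in either raw or pattern-adjusted values, limit read from the data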
# ssDAF-12 act: S. stercoralis DAF-12 nuclear receptor activators, primary screen, cell-based, luminescence, HEK293, GRIP1 co-expression, lit1-tk-luc | Nuclear hormone receptor DAF-12 (Strongyloides stercoralis) | HEK293 ssDAF-12/GRIP1 lit1-tk-luc reporter; % of 3 µM dafachronic acid response | activation, % at 6.8 µM | 1% of 370,000 active | AID 652126, 2013;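 active means activation above the mean over all tested compounds plus 3 SD, cut at about 0.9% in these data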;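 further: 0% = DMSO-only wells and 100% = 3 µM delta7-dafachronic acid wells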
# DAX1 inh-2: DAX1 (NR0B1) inhibitors on StAR promoter, primary screen, cell-based, luminescence, SF-1 (NR5A1), full-length DAX-1; AID 652010, 2013; HEK293T StAR-luciferase reporter, SF-1/DAX-1 repression relief; inhibition, % at 6.8 µM; 1.1% of 370,000 active;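 active means inhibition above the mean over all tested compounds plus 3 SD, cut at about 3.6% in these data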;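 further: 0% = DAX-1 cells with DMSO and 100% = cells lacking DAX-1 with DMSO; higher inhibition means more luminescence from relief of DAX-1 repression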
# An asterisk follows results filed as active; nt = not tested or not shown. The order is random; 6.7% or so of the library scored in one or more.
SMILES,hcDAF-12 act,hgDAF12 agonist,proKLK7 act,GC-A act,SMARCA2 activ,DAX1 inh-1,GAA850 FXN act,sPLA2-III inh,GC-B act,ssDAF-12 act,DAX1 inh-2
COc1ccc(CCNC(=O)C2CCN(c3nccc(C)n3)CC2)cc1,-1.8,4.0,-0.1,3.8,-0.7,0.3,-1.6,3.0,2.5,-1.4,-1.1
Clc1ccc(/C=C/c2ncc[nH]2)c(Cl)c1,0.5,9.4,0.7,-1.7,6.6,0.5,2.6,-8.3,-12.5,-0.8,0.9
CCCCn1c(CN2CCOCC2)nc2c1c(=O)n(C)c(=O)n2C,0.2,10.8*,-0.3,3.0,-0.9,0.3,-1.4,1.7,-2.9,-0.9,-0.5
Nc1cccc(-c2cc(-c3ccccc3)nc(-c3cccc(N)c3)n2)c1,-0.7,-1.4,-6.0,4.9,-2.9,-0.7,1.5,-37.3,-7.3,-1.3,-1.7
CN(C)CC(C(=O)c1ccccc1)c1ccccc1 (stereo not given),-3.8,-6.2,-0.1,-3.1,-8.8,-4.6,-4.4,6.6,-3.9,-1.6,-2.0
COC(=O)c1ccc(OCC(O)CN2CCc3cc(OC)c(OC)cc3C2c2ccccc2)cc1 (stereo not given),-0.2,-1.9,66.9*,-14.6,-2.6,1.4,-1.6,-1.5,-11.4,-1.3,-0.7
COc1ccc(COC(=O)C2=C(C)NC(=O)NC2c2ccc(F)cc2)cc1 (stereo not given),-3.4,3.4,-0.1,-16.2,-2.2,1.3,-2.1,-1.7,-4.8,-2.0,-1.2
CC(C)(C)S(=O)N1Cc2ccc(CO)cc2[C@H]1CCO (stereo not given in full),-0.4,-1.2,-0.4,4.6,-0.5,1.1,-0.2,-1.2,3.7,-1.1,-0.7
Nc1ccc2nc(-c3cc(Cl)c(N)c(Cl)c3)[nH]c2c1,4.1,4.7,23.5*,0.5,2.1,0.9,8.3*,4.8,-3.8,0.5,1.4
COC(=O)c1cn(NC(=O)c2cccc(N(C)C)c2)c(=O)c2ccccc12,-2.1,-1.7,-0.4,-2.4,-4.9,0.6,5.2,-5.3,0.5,-1.1,-0.1
N#CC1=C2SCN(c3ccccc3)CN2C(=O)CC1c1cccs1 (stereo not given),-0.2,1.3,0.2,6.7,-3.0,-0.4,1.2,-5.5,2.8,-1.6,-0.3
Cc1csc(Nc2ccc(Cl)cc2)[n+]1-c1ccc(Cl)cc1,0.1,0.9,0.0,-1.1,-3.3,0.2,2.7,15.8,-9.2,-1.0,-0.1
O=c1cc(-c2ccccc2Cl)oc2ccc([N+](=O)[O-])c(O)c12,-0.6,0.5,0.5,-3.2,0.0,0.2,1.7,3.0,0.3,-0.9,1.0
Oc1cc(O)cc(/C=C/c2ccc(O)c(O)c2)c1,1.7,9.9,-155.3,-4.6,0.6,0.8,-1.1,-2.4,-4.0,0.0,3.1
O=C(NCCCN1CCOCC1)c1cc(-c2ccccc2)on1,3.5,25.8*,0.4,1.6,-4.0,3.3,17.0*,5.5,-2.7,-0.7,0.6
O=C(c1cc(-c2ccccc2)on1)N1CCCC1,4.1,13.6*,-0.2,2.4,4.0,0.0,6.3,-3.6,0.9,1.3*,6.1*
O=C(COC(=O)[C@H](Cc1ccccc1)NC(=O)c1ccco1)Nc1ccccc1,-1.6,-1.6,-0.3,-1.2,0.3,0.1,0.1,4.1,0.7,-1.2,-0.7
COCCNC(=O)c1onc(CSc2ccc(F)c(F)c2)c1C(=O)NCCOC,-1.4,-0.7,0.0,0.7,0.8,1.4,1.4,-3.2,-11.4,-1.3,-0.6
O=S(=O)(NC(CO)Cc1ccccc1)c1ccc(Br)cc1F (stereo not given),-0.2,5.8,0.1,0.5,-3.0,0.7,1.5,-3.2,2.2,-1.0,0.7
CCOc1ccccc1-n1c(=S)sc2c(=O)n(-c3ccccc3)c(=S)[nH]c21,0.9,3.0,-0.7,6.9,0.1,1.4,4.6,5.0,7.6,-1.8,-0.5
O=C(CCC1CCCC1)N1CCN(S(=O)(=O)Cc2ccccc2)CC1,-1.1,0.7,-0.5,0.9,-2.6,1.1,0.8,-0.4,5.4,-1.2,-0.5
CC1CCN(C(=O)c2ccc3c(=O)n4c(nc3c2)CCCCC4)CC1,-1.3,1.7,0.2,2.1,-1.1,0.1,1.1,2.9,3.1,-0.2,-0.4
Cc1cc(C)nc(Nc2n[nH]c(-c3ccccc3Cl)n2)n1,2.5,3.4,-0.4,-1.1,0.7,-0.5,0.6,5.3,1.1,-1.3,1.2
CCCc1cc(=O)[nH]c2nnc(SCC(=O)NC3CCCCC3)n12,-0.8,-1.6,-0.1,-0.8,-3.1,-0.4,-0.3,14.2,-3.1,-1.5,1.1
CC1(CC(=O)O)C(=O)N=C2C=CC=CN21 (stereo not given),0.4,-1.9,1.3,1.6,-2.8,-0.2,-2.4,4.1,4.0,-1.3,-0.4

# No new results follow: entries from further up.
SMILES,hcDAF-12 act,hgDAF12 agonist,proKLK7 act,GC-A act,SMARCA2 activ,DAX1 inh-1,GAA850 FXN act,sPLA2-III inh,GC-B act,ssDAF-12 act,DAX1 inh-2
COc1ccc(CCNC(=O)C2CCN(c3nccc(C)n3)CC2)cc1,-1.8,4.0,-0.1,3.8,-0.7,0.3,-1.6,3.0,2.5,-1.4,-1.1
Clc1ccc(/C=C/c2ncc[nH]2)c(Cl)c1,0.5,9.4,0.7,-1.7,6.6,0.5,2.6,-8.3,-12.5,-0.8,0.9

# More results follow.
SMILES,hcDAF-12 act,hgDAF12 agonist,proKLK7 act,GC-A act,SMARCA2 activ,DAX1 inh-1,GAA850 FXN act,sPLA2-III inh,GC-B act,ssDAF-12 act,DAX1 inh-2
O=S(=O)(c1ccc(Br)cc1)c1cnc2ccccc2n1,0.0,-1.4,0.2,1.7,0.4,0.8,-4.7,-0.8,7.6,-1.0,-0.6
O=C(Nc1cc(Cl)ccc1Cl)N1CCN(C(=O)Nc2cc(Cl)ccc2Cl)CC1,0.8,-1.4,0.2,-0.2,-3.9,0.4,-1.7,5.3,1.3,-0.7,0.6
Cc1ccccc1NC(=O)NC(N)=O,1.8,2.6,0.6,-2.5,-4.3,0.6,-0.1,-0.2,-2.1,-1.1,-0.4
Cc1c(C)c2c(OCC(=O)NCc3cccnc3)cc3c(c2oc1=O)CCC(C)(C)O3,-0.4,2.3,-7.7,-9.2,1.5,-0.8,0.4,11.1,-10.3,-0.6,-0.4
CCC(O)CNc1nc(SC)nc2sc3c(c12)CCN(C)C3 (stereo not given),-1.3,0.7,0.2,-1.0,-0.8,0.6,-4.0,4.0,2.0,-1.1,-0.5
OC(c1ccccc1)(c1ccccc1)C1CCN(CCCOc2ccccc2Cl)CC1,-0.1,-2.3,0.5,-26.4,-6.2,nt,nt,-9.4,-11.1,-1.0,-0.4
Cc1ccc(C(=O)O)cc1N1CCCC1=O,-0.7,2.9,0.6,1.3,3.4,0.3,1.2,-1.2,-1.0,-1.8,-0.7
NC(=O)c1ccccc1NC(=O)N1CCOCC1,-1.3,-1.1,0.1,3.2,0.8,0.0,0.2,3.5,2.8,-1.0,-0.3
CN(C(=O)COC(=O)c1cccc(NS(=O)(=O)c2ccc(F)c(F)c2)c1)C1CCS(=O)(=O)C1 (stereo not given),-0.9,0.8,1.1,-6.2,-1.2,0.8,0.9,-7.3,-0.4,-0.9,-0.2
COc1ccc(-n2c(-c3ccc(Cl)cc3)n[nH]c2=S)c(OC)c1,-1.4,-1.1,0.0,2.3,-0.3,0.2,1.2,12.1,1.2,-1.6,0.2
Cc1nnc(SCC(=O)N2CC(=O)Nc3ccccc32)n1-c1ccccc1,-1.5,0.9,0.8,-0.2,3.6,1.3,1.3,4.8,-2.8,-1.2,-0.7
COc1ccc(Cl)cc1N1C(=O)/C(=C\c2sccc2C)N=C1SCC(=O)NC1CC1,0.5,-2.0,-0.8,-2.7,-0.4,-0.7,-4.0,-6.5,-2.4,-1.9,-0.8
CN(Cc1ccccc1)C(=O)C1CCN(S(C)(=O)=O)CC1,-0.3,-2.7,-0.2,1.5,-4.2,-0.5,-0.5,12.7,4.7,-1.5,-0.3
COC(=O)c1cccc(CSC(=S)N2CCCC2)c1,1.2,0.0,0.2,-1.9,-2.5,0.4,0.5,2.3,1.5,-1.0,0.3
Cc1ccc(SCC(=O)N/N=C/c2ccco2)cc1,-1.6,-2.7,0.3,-1.6,1.8,-0.5,2.1,-1.0,3.4,-1.1,-0.2
COc1cc(CN2CCC(Oc3cc(C(=O)NC4CC4)ccc3OC)CC2)cc(OC)c1,-0.6,0.2,0.3,-3.5,1.4,0.5,4.1,-7.1,-2.5,-1.4,0.1
CCOc1ccccc1N(CC(=O)Nc1ccccc1C(=O)N1CCOCC1)S(C)(=O)=O,2.4,-1.0,0.4,1.5,-0.2,0.4,0.5,9.2,-1.4,-0.8,-1.1
Cc1ccc(N/N=C/c2c(C)c(C#N)c(=O)n(C)c2O)cc1C,3.0,0.2,0.1,5.7,-1.9,-1.2,2.2,0.6,2.5,0.0,0.3
CC(C)c1ccc(S(=O)(=O)N2CCN(C(=O)CN3C(=O)c4ccccc4C3=O)CC2)cc1,-1.3,3.3,-0.9,0.2,5.4,-1.5,3.7,1.7,-5.1,-1.0,0.7
COC(=O)[C@@H]1C[C@@]2(O)[C@@H](O)[C@@H](O)[C@@H](O)C[C@H]2N1CC1CCCCC1,0.6,1.9,0.3,1.4,2.6,0.4,1.0,0.6,-3.8,-1.5,0.1
CC(C)(C)NC(=O)CSc1nc2cc(S(=O)(=O)N3CCCCC3)ccc2o1,-0.2,-1.3,-0.7,1.4,-1.9,-0.5,-0.4,1.5,-6.3,-1.0,0.0
CCN1CCN(c2cc(C)c3cc(NC(=O)CCC(=O)Nc4ccc(OC)c(OC)c4)ccc3n2)CC1,-0.7,-2.7,2.8,4.4,1.0,-1.0,0.5,6.8,-0.4,-0.6,0.0
C=CCn1nc2ccccc2c1OCCO,6.0*,5.0,0.9,2.3,2.4,3.0,-1.0,6.0,14.4,0.0,0.2
CO/C=C\C=C/c1nnn(-c2ccc(Cl)cc2)n1,-1.6,-2.2,-0.1,23.2,1.5,-0.7,2.1,0.8,1.4,-1.8,-0.5
O=C(CCN1CCOCC1)Nc1cccc(Br)c1,-0.3,2.5,-0.4,1.0,-2.3,0.8,-0.6,5.6,-2.8,-2.0,0.3
